GPR7 antagonist: blocks human GPR7 receptor signaling. P48145. GPR7-expressing cells, fluorescence antagonist assay. inhibition, % at 4.4 µM. 290,000 compounds, 1.1% hits. AID 1861; in the data active = inhibition above about 16%, passing the limit was not always enough;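 also: cells stimulated with the agonist NPW; 0% = agonist with vehicle and 100% = vehicle without agonist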
Target sequence (P48145 whole entry, looked up): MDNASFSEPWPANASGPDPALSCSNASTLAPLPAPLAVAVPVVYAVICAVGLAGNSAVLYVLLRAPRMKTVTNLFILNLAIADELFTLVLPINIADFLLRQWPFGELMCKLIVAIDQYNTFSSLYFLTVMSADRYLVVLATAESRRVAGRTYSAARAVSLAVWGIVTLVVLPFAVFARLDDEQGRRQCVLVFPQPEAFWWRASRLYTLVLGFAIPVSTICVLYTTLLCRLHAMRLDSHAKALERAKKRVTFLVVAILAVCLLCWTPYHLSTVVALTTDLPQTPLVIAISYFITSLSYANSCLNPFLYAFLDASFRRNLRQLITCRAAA
CHO-K1 Ca PAM: counter-screen for M1 PAMs: effect in parental CHO-K1 cells | 360,000 compounds, 0.02% hits | ATP EC20, Fluo-8 calcium fluorescence; 0% at ATP EC20, 100% at ATP max | activation, % at 3 µM;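 active = activation above the run cutoff, the mean activation of all test compounds plus 3 SD, cut at about 40% in these data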;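 also: peak over basal fluorescence ratio in a 140 s read after ATP addition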
V1aR counter: V1a receptor agonism, counter-screen for OXTR agonists; AID 2797; 320,000 compounds, 0.25% hits; CHO-V1R cells, Fluo-8 calcium fluorescence, agonist mode; 0% DMSO, 100% 3 nM vasopressin; activation, % at 3 µM; P37288;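 active = activation above the mean activation of all tested compounds plus 3 SD, per screening run, cut at about 20% in these data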;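 also: signal is peak over basal fluorescence ratio across a 100 second FLIPR read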
Target sequence (P37288 whole entry, looked up): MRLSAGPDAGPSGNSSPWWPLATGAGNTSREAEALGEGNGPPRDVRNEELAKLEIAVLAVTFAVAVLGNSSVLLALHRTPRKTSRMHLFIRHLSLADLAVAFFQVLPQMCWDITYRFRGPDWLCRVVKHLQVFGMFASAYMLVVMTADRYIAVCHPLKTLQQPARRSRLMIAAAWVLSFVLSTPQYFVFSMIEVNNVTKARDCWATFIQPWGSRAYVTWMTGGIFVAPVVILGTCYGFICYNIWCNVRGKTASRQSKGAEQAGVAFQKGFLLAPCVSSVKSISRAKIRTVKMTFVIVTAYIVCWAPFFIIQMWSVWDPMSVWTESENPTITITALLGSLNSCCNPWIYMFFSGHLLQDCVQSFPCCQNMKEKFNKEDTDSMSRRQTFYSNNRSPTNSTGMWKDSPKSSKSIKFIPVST
OXTR agonist: agonists of human oxytocin receptor; 320,000 compounds, 0.32% hits; P30559; activation, % at 3 µM; AID 2435; CHO-OTR cells, Fluo-8 calcium fluorescence; normalized: DMSO 0%, oxytocin 100%;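 active = activation above the mean of all tested compounds plus 3 SD, cutoff set per screening run, cut at about 20% in these data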;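 also: peak over basal fluorescence ratio from a 100 s FLIPR kinetic read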
TAAR1 antag: human TAAR1 antagonism; Q96RJ0; CHO RD-HGA16 TAAR1, Fluo-8 calcium fluorescence, antagonist; inhibition, % at 3 µM; 360,000 compounds, 1.5% hits; AID 624466;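 active = inhibition above a per-plate cutoff, the mean inhibition of test compounds on that plate plus 3 SD, cut at about 49% in these data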;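 also: 0% = DMSO plus EC80 beta-PEA response and 100% = DMSO alone without agonist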
Target sequence (Q96RJ0 whole entry, looked up): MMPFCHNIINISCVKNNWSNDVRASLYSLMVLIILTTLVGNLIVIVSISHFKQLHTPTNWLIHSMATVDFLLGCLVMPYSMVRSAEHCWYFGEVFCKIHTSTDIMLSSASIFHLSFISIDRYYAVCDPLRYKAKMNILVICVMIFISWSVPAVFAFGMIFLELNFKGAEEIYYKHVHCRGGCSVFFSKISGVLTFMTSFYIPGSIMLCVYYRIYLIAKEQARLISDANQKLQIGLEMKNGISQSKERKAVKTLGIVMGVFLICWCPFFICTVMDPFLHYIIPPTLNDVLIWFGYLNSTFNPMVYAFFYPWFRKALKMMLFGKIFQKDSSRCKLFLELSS
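Test system: RD-HGA16 CHO cells with stable hTAAR1 and Gα16 / Probe or stimulus: EC80 β-phenethylamine stimulus / Times: seeding 17-24 h prior, 75-min 37 °C, 30-min RT dye loading / Detection: Fluo-8 calcium-sensitive fluorescence / Read-out basis: % inhibition scaled between DMSO and EC80 PEA controls / Repeats: singlicate, one well per test compound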
OXTR potentiator: human OXTR potentiation; P30559; CHO-OTR cells, Fluo-8 calcium fluorescence, potentiator mode; 0% = oxytocin EC15, 100% = EC100; activation, % at 3 µM; 320,000 compounds, 0.061% hits;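 active = activation above that plate's cutoff, the mean activation of tested compounds plus 3 SD, cut at about 6.6% in these data, passing the limit was not always enough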;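 also: 100% uses oxytocin at 75 nM as the full agonist control; some results filed as inactive read as strong as hits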
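System: human OTR in CHO cells / Also added: sub-maximal oxytocin, roughly EC15 / Control set: EC15 oxytocin low, 75 nM oxytocin high / Schedule: 6 min compound pre-incubation at room temperature, 100 s kinetic read / Compound: single-point 3.0 µM / Replication: singlicate / Technique: Fluo-8 calcium dye fluorescence / Read-out basis: % activation of max/min ratio relative to oxytocin controls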
CHO-K1 Ca ag: nonselective activator or artifact in parental CHO-K1 cells | 360,000 compounds, 0.48% hits | activation, % at 3 µM | Fluo-8 calcium fluorescence; scaled to maximal ATP response, vehicle zero; in the data active = activation above about 15%;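 also: untransfected CHO-K1 host cells lacking M1 receptor as counterscreen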
CHO parental Ca: counter-screen for OX1R antagonists: effect in parental CHO cells; 330,000 compounds, 0.63% hits; inhibition, % at 5.6 µM; parental CHO-K1, ATP-induced calcium, Fluo-8 fluorescence;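 active = inhibition above that plate's mean sample inhibition plus 3 SD, cut at about 26% in these data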;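 also: 0% = ATP-challenged DMSO wells and 100% = DMSO wells without ATP; some compounds past the cut are filed as inactive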
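test system = CHO parental line | reagent = ATP stimulus | measured by = intracellular calcium via Fluo-8 no-wash fluorescent dye | control set = ATP and no-ATP DMSO wells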
CHO-K1 Ca antag: counter-screen for M1 antagonists: effect in parental CHO-K1 cells; ATP-induced calcium, Fluo-8 fluorescence; inhibition, % at 3 µM; 360,000 compounds, 0.6% hits;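 active = inhibition above a per-plate cutoff, the plate's mean sample inhibition plus 3 SD, cut at about 24% in these data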;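 also: 0% = DMSO plus EC80 ATP and 100% = DMSO alone without ATP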
An asterisk follows results filed as active; . = no result given.

The line under a structure holds: GPR7 antagonist, CHO-K1 Ca PAM, V1aR counter, OXTR agonist, TAAR1 antag, OXTR potentiator, CHO-K1 Ca ag, CHO parental Ca, CHO-K1 Ca antag
> C=CCn1c(C)cc(C(=O)Cn2nc(C(=O)O)c3ccccc3c2=O)c1C
→ 2, 15, -0.6, 0.2, 10, -9, 1.6, -3, -11
> CCc1ccc(/C=C2\SC(=S)N(CCCC(=O)NC3=NCCS3)C2=O)cc1
→ ., -7, ., ., 4, ., 0.5, ., 10
> COc1cc(NC(=O)c2ccccc2)c(OC)cc1NC(=O)Cc1ccc(F)cc1
→ -29, -9, -0.7, -2.1, 0, -3, -0.5, -17, 11
> CNC(=S)NNC(=O)c1cccn(Cc2cccc(C(F)(F)F)c2)c1=O
→ -14, -3, 6.2, 1.4, -9, 0, 1.3, -6, -5
> O=C(OCCN1CCCCC1)c1ccccc1F
→ -4, 19, 5.7, 0.0, -8, -12, 0.1, -6, -6
> Cc1ccc(Cc2c(-c3ccc(C)cc3)nc3c(C)cc(Br)cn23)cc1
→ ., 4, ., ., -17, ., 0.3, ., -18
> O=C(O)C(NS(=O)(=O)c1ccc(F)cc1)c1ccccc1 (stereo unspecified)
→ -9, 8, 1.5, 1.2, -8, 1, -0.1, -2, -7
> Cc1cc(C)c(C(=O)/C=C/c2ccc(C(C)C)cc2)c(=O)[nH]1
→ -12, -9, 0.7, 0.0, -6, -3, 1.1, -12, -18
> O=S(=O)(c1ccc(OC(F)(F)F)cc1)N1CCCC(N2CCOCC2)C1 (stereo unspecified)
→ -18, -5, -0.5, -0.1, -4, -4, 0.3, -7, 1
> Cc1cc(C)n(-c2ccc(C(=O)Nc3ccccc3N3CCOCC3)cc2)n1
→ -21, 13, 0.7, 0.4, 27, -4, 4.3, -24, -35
> COc1ccc(C2/C(=C(/O)c3ccc(C)cc3)C(=O)C(=O)N2CCCN2CCOCC2)cc1 (stereo unspecified)
→ -15, -9, 0.1, 0.2, 2, -7, -0.1, 0, 11
> CCOc1ccc(NC(=O)CSC2=NN3CCCC(=O)N=C3S2)cc1
→ 7, -1, 2.5, 1.1, -23, -22, 0.8, -1, -8
> CCC(=O)N1CCNC(=O)C1CC(=O)Nc1ccc(C)c(Cl)c1 (stereo unspecified)
→ -10, 21, 0.0, -0.5, 8, -7, 0.4, -18, -11
> O=C(CN1C(=O)c2ccccc2C1=O)Nc1cccc(O)c1
→ -5, -17, 0.1, 2.1, 0, 4, -0.3, -2, 18
> CCC(CC)c1nnc(NC(=O)Oc2ccccc2)s1
→ 0, 8, 0.8, 0.2, 7, -5, 0.4, -15, -17
> CCCCCC(=O)NC(=S)Nc1ccccc1C(=O)OC
→ 1, -2, -1.4, -2.7, -1, -21, -0.7, -19, 6
> Cc1ccccc1NCc1nnc2n1CCCCC2
→ -4, 17, 1.0, -0.1, -18, -9, 0.7, 3, 0
> CCOC(=O)C1CCCN(c2c(NCCN(CC)c3ccccc3)c(=O)c2=O)C1 (stereo unspecified)
→ -9, -5, -0.5, 0.2, -7, -2, 0.2, -4, 19
> Cc1ccc(CN2CCNC(=O)C2CC(=O)N(C)C2CCCCC2)o1 (stereo unspecified)
→ -6, -7, 0.6, -0.5, -1, -12, 0.2, -9, 15
> COc1ccc([N+](=O)[O-])c(OC)c1C(=O)NC(=O)Nc1c(C)cccc1C
→ 1, 9, 0.3, -1.5, -8, -4, 0.8, -16, -16
> C/C(=N\NC(=O)Cc1ccccc1)c1ccc(Cl)s1
→ -9, 9, 1.1, 0.9, -22, -9, 0.8, -7, 5
> Cc1ccc(NC(=O)CSCC(=O)Nc2ccc(N3CCOCC3)c(Cl)c2)cc1
→ 8, 23, 1.3, 0.1, 5, -14, 3.6, 3, -13
> O=C(CS(=O)(=O)c1ccccc1)Nc1nnc(Cc2ccccc2)s1
→ -16, 10, 0.8, -0.6, -1, -5, 1.8, 5, -7
> CSc1nnc2c3ccccc3c3ccccc3c2n1
→ 0, 11, ., ., -27, ., -0.1, ., -2
> COc1ccc(OC)c(C2NC(=O)CCC2[N+](=O)[O-])c1 (stereo unspecified)
→ -5, 20, 1.2, -0.3, -3, -2, 5.6, 10, -6
> CC(C)Cc1cc(C(=O)Nc2sc3c(c2C#N)CCCC3)no1
→ 4, 20, 1.2, -1.6, -23, -4, 2.8, -4, -9
> C#CCOCCOCCOCCNc1nc(N2CCN(C(=O)Cn3cc(CCCCN)nn3)CC2)nc(N2CCN(C(=O)[C@H]([C@@H](C)CC)n3cc(CCCCN)nn3)CC2)n1
→ ., 8, 0.4, -0.7, 6, -4, 1.0, -11, -14
> NC(=O)C1CCN(C(=O)/C(=C/c2ccccc2)NC(=O)c2ccccc2)CC1
→ -15, 25, ., ., -16, ., 0.8, ., -15
> CCN1C(=O)CC(C(=O)NC)SC1=Nc1cc(Cl)c(O)c(Cl)c1 (stereo unspecified)
→ -10, 17, 0.5, 0.4, -30, -12, 0.2, -5, -13
> COc1ccc(CCNC(=O)/C(C#N)=C/c2cccc(OCc3ccccc3)c2)cc1OC
→ -5, 2, 0.1, -1.1, 35, -11, 0.7, -21, 1
> C[C@@H](C(=O)NCc1ccccc1)N1C(=O)C2CC=CCC2C1=O (stereo partly specified)
→ -4, -8, -0.1, 0.0, 7, -5, -0.1, -11, 9
> CC12CC3(C)CC(C)(C1)CC(C(=O)NC(=S)NC(C)(C)C)(C2)C3
→ 0, 24, 0.0, 0.2, 17, -4, -0.3, -9, -8
> O=C(Cn1cnc2c(nnn2Cc2ccccc2F)c1=O)NCc1ccco1
→ -5, -5, 0.2, -0.6, 2, 0, 0.2, -15, -28
> COc1ccc(NC(=O)CN2CCN(C(=O)c3ccco3)CC2)c(OC)c1
→ -6, 12, 3.0, 1.0, -9, -3, 1.1, -17, -1
> FC(F)(F)c1cc(-c2ccco2)nc(N2CCOCC2)n1
→ -11, 3, -0.7, -1.9, 11, -3, -0.2, -12, 0
> CC/C(=N\NC(=O)Cc1ccc(Br)cc1)c1cccs1
→ 7, -9, ., ., -26, ., 0.1, ., -9
> O=C(c1cc2ccccc2o1)N1CCN(Cc2ccc3c(c2)OCO3)CC1
→ 5, -22, 3.2, 0.0, -20, -10, 0.5, -11, 23
> CC1CCN(C(=S)c2ccc3c(c2)OCO3)CC1
→ -3, 11, -1.2, -1.5, -7, -4, 0.2, -2, -14
> Nc1c2c(nc3ccccc13)CCCC2=O
→ 1, 14, -0.8, 0.0, 0, -15, 0.3, -2, 1
> CN(C)CCNC(=O)C(C(=O)c1ccccc1)n1ccccc1=O (stereo unspecified)
→ -2, 2, -0.1, 2.3, 14, -2, 0.0, -16, -6
> CCOCCCNC(=O)c1cc2cc3cc(OC)ccc3nc2o1
→ -1, -12, 1.0, -1.0, 0, -2, 0.1, -6, 7
> CC(C)c1cc(C(=O)NNC(=S)NC2CCCCC2)cs1
→ 0, -4, 2.4, -1.5, -21, -4, 2.0, -6, -11
> O=C(CSc1ccc(-c2ccco2)nn1)Nc1ccc(F)cc1F
→ -13, -12, 6.6, 1.1, -4, -3, 3.7, -7, -6
> COc1cccc(C(=O)NC2CCN(CC(=O)Nc3nccs3)CC2)c1
→ -9, -7, -0.1, -0.2, 8, -15, 0.6, -25, 23
> Oc1sc(C=Nc2ccccc2)c2ccccc12
→ -10, 14, 12, 8.6, 27, -11, 3.8, -15, -6
> CC(C)(C)C1CCC(=O)N(CCOc2ccccc2)CC1 (stereo unspecified)
→ 0, -3, -1.5, -2.2, 13, 7, -0.7, -15, -7
> CCCCCCCCN1[C@@H](CC(=O)OC)c2cc(C(F)(F)F)ccc2S1(=O)=O
→ ., 3, 0.1, -0.8, 14, -10, -0.4, -29, -13
> Cc1ccsc1CNCc1cc(Cl)ccc1O
→ ., -5, 0.9, 4.7, 8, -2, 0.9, -17, 9
> CC(Sc1nnc2ccccn12)C(=O)Nc1ccc(N2CCOCC2)cc1 (stereo unspecified)
→ ., -4, 2.2, 1.8, 6, -2, -0.2, -4, -1
> CCOc1ccc(N(CC(=O)Nc2nccs2)S(=O)(=O)c2c(C)noc2C)cc1
→ -3, -8, 0.3, -1.5, -17, -7, -0.6, -1, 11

(cont.)
The line under a structure holds: GPR7 antagonist, CHO-K1 Ca PAM, V1aR counter, OXTR agonist, TAAR1 antag, OXTR potentiator, CHO-K1 Ca ag, CHO parental Ca, CHO-K1 Ca antag
> O=C(Nc1nc(-c2ccccc2)c(-c2ccccc2)s1)c1ccc(S(=O)(=O)N2CCCCC2)cc1
→ -9, -3, 0.0, -0.5, -3, -1, -0.3, -4, -4
> CNC(=O)/C(=C\C=C\c1ccccc1)NC(=O)c1ccc([N+](=O)[O-])cc1
→ 18, 15, 1.0, 3.1, 5, -6, 4.1, 6, -25
> CC(C)C(C)NC(=O)Cn1cnc2c(oc3ccccc32)c1=O (stereo unspecified)
→ 1, 19, 0.1, 1.0, -1, -1, 0.9, -7, -11
> COc1ccccc1N(CC(=O)NC1CCCC1)S(=O)(=O)c1ccc(C)cc1
→ -2, 5, -0.9, -0.7, -15, -3, -0.4, -10, -14
> COc1cc(NC(=O)CCN2CCN(C)CC2)cc(OC)c1
→ 8, 14, 1.1, 1.4, -29, 4, 0.7, -9, 5
> Cc1ccccc1NC(=O)c1cn(-c2ccccc2)nc1-c1ccccc1
→ -1, -11, -0.4, -1.1, 1, -8, 0.2, -6, 16
> Cc1ccc2cc(CN(C(=O)C3CCCO3)C3CCCCC3)c(=O)[nH]c2c1 (stereo unspecified)
→ 26, 16, -0.3, -1.1, -9, -9, 0.4, 0, -2
> CCNC(=O)CC1SC(=Nc2cccc(Cl)c2C)N(C)C1=O (stereo unspecified)
→ -3, 19, 2.1, -0.1, 2, -17, 0.8, -13, -13
> CCOc1ccc(-n2nnc3c(=O)n(CC(=O)NCc4ccco4)cnc32)cc1
→ 1, 19, -0.5, -0.8, 13, -6, 0.6, 13, -10
> CCc1ccc(N2CC(C(=O)Nc3ccccc3F)CC2=O)cc1 (stereo unspecified)
→ -8, 11, -0.6, -1.0, 5, -9, -0.4, -11, -6
> CCC(=O)c1ccc(N2CCN(C(=O)c3ccc(F)cc3)CC2)c(F)c1
→ -10, -3, 7.0, 9.5, -10, -6, 11, -1, -5
> O=C(Nc1ccccc1Br)c1ccc(N2CCCC2=O)cc1
→ ., 6, 0.7, 0.7, -17, 2, 1.7, 7, 0
> O=C(N/N=C/c1ccc(F)c(F)c1)c1cc2c(s1)-c1ccccc1CC2
→ -1, 24, -0.2, 0.3, 4, 4, 0.5, -9, -7
> O=C(Nc1ccc(S(=O)(=O)N2CCOCC2)cc1)c1cc([N+](=O)[O-])ccc1Cl
→ 16, 7, -0.2, 3.3, -34, -15, -0.4, 7, 1
> O=C(NCc1cccnc1)C1CCN(C(=O)c2ccc(Cl)cc2Cl)CC1
→ -6, 3, 1.0, 1.0, -5, -10, 0.3, -11, -17
> O=S(=O)(c1cnccc1N1CCN(CCO)CC1)N1CCCCC1
→ -16, -6, 0.3, 0.1, -7, -11, 0.6, -6, -4
